Mtb BioA inh: BioA (M. tuberculosis) enzyme inhibition; purified M. tuberculosis BioA enzyme, plate reader; inhibition, % at 9.99 µM; 360,000 tested, 0.096% active; in the data active = inhibition above about 40%
Active calls of the source: *. Only part of the results is shown. The share of hits here may be higher or lower than overall.

SMILES	Mtb BioA inh
O=C(CN1CCOCC1)NCC[C@H]1CC[C@H](NC(=O)Nc2ccc(C(F)(F)F)cc2)[C@@H](CO)O1	-0.4
C[C@@H]1CN([C@@H](C)CO)C(=O)c2cccc(NC(=O)c3ccc(-c4nccs4)cc3)c2O[C@@H]1CN(C)S(=O)(=O)c1cn(C)cn1	-3.2
O=C(C[C@H]1CC[C@@H](NC(=O)c2ccc3c(c2)OCO3)[C@@H](CO)O1)NCc1ccc(Oc2ccccc2)cc1	0.5
C[C@@H]1CCCCO[C@H](CN(C)S(=O)(=O)c2cccs2)[C@@H](C)CN([C@@H](C)CO)C(=O)c2cc(NC(=O)c3ccccc3)ccc2O1	-7.6
CCCNC(=O)N(C)C[C@@H]1Oc2cc(C#CCOC)ccc2S(=O)(=O)N([C@H](C)CO)C[C@H]1C	4.4
CN(C)C(=O)C[C@H]1CC[C@@H]2[C@@H](COc3ccc(NC(=O)C4CCCCC4)cc3C(=O)N2C)O1	0.2
CO[C@@H](C(=O)N(C)C[C@@H]1OCc2ccccc2-c2ccccc2C(=O)N([C@@H](C)CO)C[C@H]1C)c1ccccc1	1.6
COc1ccc(S(=O)(=O)N[C@H]2CC[C@H](CC(=O)NCCc3ccncc3)O[C@H]2CO)cc1	-5.9
CO[C@H]1CN(C)C(=O)c2cc(NC(=O)C3CC3)ccc2OC[C@@H](C)N(C(=O)c2cnccn2)C[C@H]1C	-0.5
C[C@@H]1CN([C@@H](C)CO)C(=O)c2cc(NC(=O)Cc3cn(C)c4ccccc34)ccc2O[C@@H]1CN(C)Cc1ccc2c(c1)OCO2	-5.5
CNC(=O)C[C@H]1CC[C@H]2[C@@H](COC[C@H](O)CN2S(=O)(=O)c2ccc(Oc3ccccc3)cc2)O1	-1.0
C[C@@H]1CN([C@H](C)CO)C(=O)CCCn2nncc2CO[C@@H]1CN(C)C(=O)Nc1cccc(C(F)(F)F)c1	-1.9
C[C@H](CO)N1C[C@H](C)[C@H](CN(C)S(=O)(=O)c2cccc(C#N)c2)OCc2ccccc2-c2ccccc2C1=O	0.2
C[C@H]1CN([C@@H](C)CO)C(=O)Cc2cc(NC(=O)Nc3ccc4c(c3)OCO4)ccc2O[C@H]1CN(C)Cc1ccc(C(=O)O)cc1	-0.7
C[C@@H]1CN([C@H](C)CO)C(=O)c2cc(NS(=O)(=O)c3cccs3)ccc2O[C@@H]1CN(C)Cc1ccc(Cl)c(Cl)c1	-0.7
CO[C@@H]1CN(C)C(=O)c2cc(NC(=O)C3CCCC3)ccc2OC[C@@H](C)N(S(=O)(=O)c2ccc(Cl)cc2)C[C@H]1C	-0.1
CNC(=O)C[C@@H]1CC[C@H]2[C@@H](COc3ccc(NC(=O)C4CCCCC4)cc3C(=O)N2C)O1	1.8
C[C@H](CO)N1C[C@H](C)[C@H](CN(C)S(=O)(=O)c2ccc(Cl)cc2)Oc2ccc(NC(=O)Nc3cccc4ccccc34)cc2CC1=O	-2.6
C[C@H]1CN([C@@H](C)CO)C(=O)c2cccc(NS(C)(=O)=O)c2O[C@H]1CN(C)Cc1ccc(Oc2ccccc2)cc1	-0.2
CCCN1C[C@@H](C)[C@@H](OC)CN(C)C(=O)c2cc(NC(=O)C3CC3)ccc2OC[C@H]1C	-0.4

The final 7 compounds of the part above lead into the next.
SMILES	Mtb BioA inh
C[C@H]1CN([C@@H](C)CO)C(=O)Cc2cc(NC(=O)Nc3ccc4c(c3)OCO4)ccc2O[C@H]1CN(C)Cc1ccc(C(=O)O)cc1	-0.7
C[C@@H]1CN([C@H](C)CO)C(=O)c2cc(NS(=O)(=O)c3cccs3)ccc2O[C@@H]1CN(C)Cc1ccc(Cl)c(Cl)c1	-0.7
CO[C@@H]1CN(C)C(=O)c2cc(NC(=O)C3CCCC3)ccc2OC[C@@H](C)N(S(=O)(=O)c2ccc(Cl)cc2)C[C@H]1C	-0.1
CNC(=O)C[C@@H]1CC[C@H]2[C@@H](COc3ccc(NC(=O)C4CCCCC4)cc3C(=O)N2C)O1	1.8
C[C@H](CO)N1C[C@H](C)[C@H](CN(C)S(=O)(=O)c2ccc(Cl)cc2)Oc2ccc(NC(=O)Nc3cccc4ccccc34)cc2CC1=O	-2.6
C[C@H]1CN([C@@H](C)CO)C(=O)c2cccc(NS(C)(=O)=O)c2O[C@H]1CN(C)Cc1ccc(Oc2ccccc2)cc1	-0.2
CCCN1C[C@@H](C)[C@@H](OC)CN(C)C(=O)c2cc(NC(=O)C3CC3)ccc2OC[C@H]1C	-0.4
C[C@H](CO)N1C[C@H](C)[C@H](CN(C)Cc2ccc(F)cc2)Oc2ncc(-c3ccccc3F)cc2C1=O	16
COc1ccc(NC(=O)Nc2ccc3c(c2)C(=O)N([C@@H](C)CO)C[C@H](C)[C@@H](CN(C)Cc2ccc(Cl)c(Cl)c2)OCCCC[C@H](C)O3)cc1	-2.4
O=C(C[C@@H]1C=C[C@@H](NC(=O)c2ccc3c(c2)OCO3)[C@H](CO)O1)NC1Cc2ccccc2C1	5.3
C[C@H]1CN([C@@H](C)CO)C(=O)c2cc(NC(=O)C3CC3)ccc2O[C@@H]1CN(C)C(=O)Nc1ccc2c(c1)OCO2	0.4
Cc1noc(C)c1NC(=O)N(C)C[C@@H]1Oc2c(NC(=O)Nc3ccc(C(F)(F)F)cc3)cccc2C(=O)N([C@@H](C)CO)C[C@H]1C	0.8
O=C(C[C@@H]1C[C@@H]2c3cc(NC(=O)Nc4ccccc4)ccc3O[C@@H]2[C@H](CO)O1)NCc1ccncc1	0.5
Cc1noc(C)c1NC(=O)Nc1ccc2c(c1)CC(=O)N([C@H](C)CO)C[C@@H](C)[C@H](CN(C)C(=O)Nc1c(C)noc1C)O2	0.0
Cc1ccc(S(=O)(=O)Nc2ccc3c(c2)C(=O)N([C@H](C)CO)C[C@@H](C)[C@@H](CN(C)S(=O)(=O)c2cn(C)cn2)O3)cc1	-2.1
C[C@@H]1CN([C@@H](C)CO)C(=O)c2cc(-c3ccccc3F)cnc2O[C@H]1CN(C)C(=O)c1ccccn1	1.3
CNC(=O)C[C@@H]1CC[C@H]2[C@@H](COc3ccc(NC(=O)c4cc(F)cc(F)c4)cc3C(=O)N2C)O1	1.3
C[C@H](CO)N1C[C@H](C)[C@H](CN(C)S(=O)(=O)c2ccc(Cl)cc2)Oc2c(NC(=O)C3CCCCC3)cccc2C1=O	-0.6
CC(C)NC(=O)Nc1ccc2c(c1)C(=O)N([C@H](C)CO)C[C@@H](C)[C@H](CN(C)C(=O)Nc1ccc(F)cc1)O2	-0.7
C[C@@H](NC(=O)[C@H]1[C@H](CO)[C@H]2Cn3c(cccc3=O)[C@H]2N1Cc1ccncc1)c1ccccc1	0.2
C[C@@H]1CN([C@H](C)CO)C(=O)c2cc(NC(=O)c3ccncc3)ccc2O[C@H]1CN(C)Cc1ccc(Cl)c(Cl)c1	-0.3
COc1ccc(NC(=O)Nc2ccc3c(c2)C(=O)N([C@H](C)CO)C[C@H](C)[C@H](CN(C)CC2CCCCC2)OCCCC[C@H](C)O3)cc1	1.1
Cc1ccc(-c2ccc3c(c2)O[C@@H](CN(C)C)[C@H](C)CN([C@@H](C)CO)S3(=O)=O)cc1	-4.3
O=C(C1CC1)N1CCCCN2[C@H](CO)[C@@H](c3ccc(-c4cccc(F)c4)cc3)[C@H]2C1	2.7
O=C(C[C@H]1C[C@H]2c3cc(NC(=O)Nc4ccccc4)ccc3O[C@H]2[C@H](CO)O1)NCc1cccc(F)c1	-0.6
Cn1cnc(S(=O)(=O)N2CCCCN3[C@@H](CO)[C@H](c4ccc(-c5ccccc5F)cc4)[C@@H]3C2)c1	-0.2
CCCNC(=O)N1C[C@@H]2[C@H](c3ccccc31)[C@H](CO)N2Cc1ccccc1F	-1.9
O=C(N[C@H]1CC[C@H](CCn2cc(-c3ccccc3F)nn2)O[C@H]1CO)c1ccc2c(c1)OCO2	-3.3
N#C[C@H]1[C@@H](c2ccccc2)[C@H](CO)N1S(=O)(=O)c1ccc(F)cc1	0.0
CCCNC(=O)Nc1ccc2c(c1)C(=O)N(C)C[C@@H](OC)[C@@H](C)CN(C(=O)C1CCC1)[C@@H](C)CO2	-0.3
C[C@@H]1CN([C@H](C)CO)C(=O)c2cccc(NC(=O)Nc3ccc(F)cc3)c2O[C@H]1CN(C)S(=O)(=O)c1ccc(F)cc1	-8.5
CNC[C@@H]1Oc2ccc(NC(=O)CCC(F)(F)F)cc2CC(=O)N([C@@H](C)CO)C[C@H]1C	-1.2
C[C@@H]1CN([C@H](C)CO)C(=O)c2cc(C#CCN(C)C)cnc2O[C@H]1CN(C)Cc1ccc2c(c1)OCO2	2.7
C[C@H](CO)N1C[C@H](C)[C@@H](CN(C)C)Oc2cc(C3=CCCC3)ccc2S1(=O)=O	0.7
C[C@@H]1CN([C@@H](C)CO)C(=O)c2cc(NC(=O)Nc3ccccc3)ccc2O[C@@H](C)CCCCO[C@H]1CN(C)Cc1ccncc1	-0.5
Cc1ccc(S(=O)(=O)N2CC[C@@H]3[C@H]2c2cc(-c4ccc(C#N)cc4)ccc2N(C)[C@H]3CO)cc1	-5.4
N#C[C@@H]1[C@@H](c2ccc(-c3cccc(F)c3)cc2)[C@H](CO)N1S(=O)(=O)c1cccc(F)c1	-1.2
CCCc1cn(CC[C@H]2CC[C@H](NC(=O)Nc3ccccc3F)[C@H](CO)O2)nn1	0.6
CC(C)CC#Cc1cnc2c(c1)C(=O)N([C@@H](C)CO)C[C@H](C)[C@H](CN(C)C(=O)c1cccc(F)c1)O2	3.3
C/C=C/c1cnc2c(c1)C(=O)N([C@@H](C)CO)C[C@@H](C)[C@@H](CN(C)C(=O)C1CCOCC1)O2	1.6
C[C@H]1CN([C@@H](C)CO)C(=O)c2cc(-c3ccc(F)cc3)cnc2O[C@H]1CN(C)C(=O)NC1CCCC1	0.1
O=C(C[C@@H]1CC[C@H]2[C@@H](COC[C@H](O)CN2Cc2cccc(C(F)(F)F)c2)O1)NCc1ccc(F)cc1	9.2
C[C@H](CO)N1C[C@H](C)[C@H](CN(C)C(=O)Nc2cccc3ccccc23)Oc2ncc(C#Cc3cccc(F)c3)cc2C1=O	-2.0
CCCN1C[C@H](C)[C@@H](OC)CN(C)C(=O)c2cc(NC(=O)c3cccc(F)c3)ccc2OC[C@@H]1C	1.4
C[C@H](CO)N1C[C@H](C)[C@H](CN(C)C(=O)Nc2ccc(F)cc2)Oc2ccc(NC(=O)C3CCCCC3)cc2CC1=O	-2.5
CNC[C@H]1Oc2ccc(NC(=O)Nc3ccc(C(F)(F)F)cc3)cc2CC(=O)N([C@@H](C)CO)C[C@@H]1C	-3.4
CO[C@@H]1CN(C)C(=O)c2cc(NC(=O)c3ccno3)ccc2OC[C@@H](C)NC[C@@H]1C	2.8
COc1ccc([Si](C)(C)[C@@H]2[C@@H](CCn3cc([C@H](O)c4ccccc4)nn3)O[C@]3(C(=O)N(Cc4cccc(N5CCOC5=O)c4)c4ccccc43)[C@H]2C)cc1	-1.3
C[C@@H]1CN([C@H](C)CO)C(=O)c2cc(NS(=O)(=O)c3ccc(F)cc3)ccc2O[C@@H](C)CCCCO[C@@H]1CN(C)S(C)(=O)=O	0.6
CCCC#Cc1ccc([C@H]2[C@@H](CO)N3CCCCN(C(=O)NC4CCCC4)C[C@@H]23)cc1	1.0
COc1cccc(-c2cnc3c(c2)C(=O)N([C@H](C)CO)C[C@H](C)[C@@H](CN(C)CC2CCOCC2)O3)c1	-1.3
CCCNC(=O)C[C@H]1CC[C@@H]2[C@@H](COc3ccc(NS(=O)(=O)c4ccccc4C)cc3C(=O)N2C)O1	-0.4
C[C@H](CO)N1C[C@H](C)[C@@H](CN(C)C(=O)c2ccc3c(c2)OCO3)Oc2ncc(C#CCN(C)C)cc2C1=O	0.7
CO[C@@H]1CN(C)C(=O)c2cc(NC(=O)NC(C)C)ccc2OC[C@H](C)N(C)C[C@H]1C	-3.0
C[C@H]1CCCCO[C@@H](CN(C)Cc2ccc(C(F)(F)F)cc2)[C@@H](C)CN([C@@H](C)CO)C(=O)c2cc(NC(=O)Nc3ccc4c(c3)OCO4)ccc2O1	-4.0
COCC(=O)N[C@H]1CC[C@@H](CC(=O)NCc2ccccc2OC)O[C@H]1CO	-1.7
C[C@H](CO)N1C[C@H](C)[C@H](CN(C)Cc2ccncc2)Oc2cc(Br)ccc2S1(=O)=O	12
CO[C@@H]1CN(C)C(=O)c2cc(NC(=O)c3cccc(F)c3)ccc2OC[C@H](C)N(CC2CC2)C[C@@H]1C	-0.9
O=C(C[C@@H]1C=C[C@H](NC(=O)C2CCOCC2)[C@H](CO)O1)NCc1ccncc1	1.3
C[C@H]1CN([C@@H](C)CO)C(=O)Cc2cc(NC(=O)Nc3ccc4c(c3)OCO4)ccc2O[C@H]1CN(C)Cc1ccc2c(c1)OCO2	0.1
Cc1ccc(-c2ccc3c(c2)O[C@H](CN(C)Cc2cccnc2)[C@@H](C)CN([C@H](C)CO)S3(=O)=O)cc1	0.0
C[C@@H]1CCCCO[C@@H](CN(C)Cc2ccccc2)[C@@H](C)CN([C@H](C)CO)C(=O)c2cc(NS(=O)(=O)c3cccs3)ccc2O1	-3.7
CN(C[C@H]1N[C@@H](CO)[C@@H]1c1ccc(-c2cccnc2)cc1)C(=O)c1ccccc1	2.1
O=C(C[C@@H]1CC[C@@H](NC(=O)c2ccc(F)cc2)[C@@H](CO)O1)NCCc1ccncc1	-0.4
Cc1ccc(-c2cnc3c(c2)C(=O)N([C@H](C)CO)C[C@@H](C)[C@H](CN(C)C(=O)Cc2cccnc2)O3)cc1	2.5
C[C@@H]1CN([C@H](C)CO)C(=O)c2cc(C#Cc3ccccc3F)cnc2O[C@H]1CN(C)C(=O)Cc1ccccc1	0.0
COc1ccc(S(=O)(=O)Nc2ccc3c(c2)C(=O)N([C@@H](C)CO)C[C@@H](C)[C@H](CN(C)S(=O)(=O)c2ccc(C)cc2)O3)cc1	-2.3

Ordered by SMILES length (rising): three of the compounds above.
SMILES	Mtb BioA inh
CN(C[C@H]1N[C@@H](CO)[C@@H]1c1ccc(-c2cccnc2)cc1)C(=O)c1ccccc1	2.1
CO[C@@H]1CN(C)C(=O)c2cc(NC(=O)NC(C)C)ccc2OC[C@H](C)N(C)C[C@H]1C	-3.0
COc1ccc(S(=O)(=O)Nc2ccc3c(c2)C(=O)N([C@@H](C)CO)C[C@@H](C)[C@H](CN(C)S(=O)(=O)c2ccc(C)cc2)O3)cc1	-2.3

Bioassay records deposited in PubChem BioAssay by Broad Institute.
